E coli growth: bacterial growth inhibition, counter-screen for AddAB inhibitors | E. coli V3065 growth, OD600 absorbance, 18 h | AID 449728 | actives 0.27% (n = 330,000) | inhibition, % at 11.9 µM;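 active = inhibition above the campaign's mean inhibition across all tested compounds plus 3 SD, cut at about 9.9% in these data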;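 also: uninfected addAB+ strain grown without phage in ampicillin broth; 0% = DMSO wells and 100% = ciprofloxacin 0.95 µg/ml wells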
HTR5A ag: HTR5A agonism, opioid heterodimer counter-screen. actives 0.61% (n = 340,000). activation, % at 9.3 µM. AID 504692. HTR5A agonist assay, luminescence, cell-based. P47898; in the data active = activation mostly above about 9.5%, no sharp cut-off; inactive = mostly below about 7.6%;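 also: 0% = cells with vehicle only and 100% = reference agonist; strong numbers were not always called active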
PKA-R1A act: activates the PKA-R1A holoenzyme complex | PKA-R1A dissociation, Cy5-IP20 fluorescence polarization; scaled: DMSO 0%, 113 µM cGMP 100% | activation, % at 11.4 µM | actives 0.083% (n = 340,000);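 active = percent activation above the mean of all tested compounds plus 3 SD, cut at about 19% in these data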;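 also: higher means more PKAc released from R1A so a rise in polarization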
PfHsp90 yeast 2: reduces growth (ATP signal) of yeast expressing P. falciparum Hsp90; S. cerevisiae expressing PfHsp90, BacTiter-Glo ATP, 48 h; yeast lacking PDR1 and PDR3 efflux regulators; actives 0.32% (n = 310,000); inhibition, % at 9.4 µM;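 active = every replicate shows inhibition above about 80%, whatever the replicate mean, limit read from the data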;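 also: 0% = DMSO neutral controls and 100% = 20 µM radicicol positive controls; yeast relying on Plasmodium falciparum Hsp90 in place of its own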
AddAB inh: less growth of phage-infected E. coli with AddAB; actives 0.29% (n = 330,000); inhibition, % at 11.9 µM; E. coli expressing H. pylori AddAB, absorbance growth; AID 435030; in the data active = inhibition above about 12%;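 also: 0% = vehicle wells of infected cells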
phage Ecoli inh: E. coli growth loss with phage present; growth absorbance; inhibition, % at 11.9 µM; actives 0.26% (n = 360,000); in the data active = inhibition above about 11%
Pemphigus Ab inh: blocks pemphigus antibody binding to human desmoglein-3; P32926; DSG3-coupled beads, scFv-anti-DSG3-GFP binding, flow cytometry; hits give low values; binding (percent of control), % at 10 µM; actives 0.48% (n = 310,000);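 active = binding more than 3 SD below its plate's average and above zero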;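 also: hits lower antibody fragment binding to DSG3; some compounds called inactive have numbers as strong as hits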
OPRM1-OPRD1 inv: inverse agonist of human OPRM1-OPRD1 heterodimerization | P35372+P41143 | cell-based MOR-DOR heterodimer luminescence, inverse agonism | inhibition, % at 9.3 µM | actives 0.21% (n = 340,000) | AID 504357; in the data active = inhibition above about 22%, passing the limit was not always enough;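 also: 0% = cells with DMSO and 100% = wells without cells with DMSO; values of inactives mirror those of a sister screen read the other way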
Target sequence (P35372 whole entry, looked up): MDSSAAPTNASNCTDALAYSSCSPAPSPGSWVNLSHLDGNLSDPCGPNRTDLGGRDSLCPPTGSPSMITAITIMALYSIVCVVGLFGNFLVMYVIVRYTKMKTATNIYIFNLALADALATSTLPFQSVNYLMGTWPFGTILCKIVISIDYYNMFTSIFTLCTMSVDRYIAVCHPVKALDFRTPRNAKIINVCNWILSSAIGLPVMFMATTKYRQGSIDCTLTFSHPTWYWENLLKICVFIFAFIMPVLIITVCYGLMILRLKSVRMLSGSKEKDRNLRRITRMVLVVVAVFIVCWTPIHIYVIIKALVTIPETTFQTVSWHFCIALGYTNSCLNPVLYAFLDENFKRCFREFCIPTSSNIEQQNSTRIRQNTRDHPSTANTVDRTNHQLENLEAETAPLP
Target sequence (P41143 whole entry, looked up): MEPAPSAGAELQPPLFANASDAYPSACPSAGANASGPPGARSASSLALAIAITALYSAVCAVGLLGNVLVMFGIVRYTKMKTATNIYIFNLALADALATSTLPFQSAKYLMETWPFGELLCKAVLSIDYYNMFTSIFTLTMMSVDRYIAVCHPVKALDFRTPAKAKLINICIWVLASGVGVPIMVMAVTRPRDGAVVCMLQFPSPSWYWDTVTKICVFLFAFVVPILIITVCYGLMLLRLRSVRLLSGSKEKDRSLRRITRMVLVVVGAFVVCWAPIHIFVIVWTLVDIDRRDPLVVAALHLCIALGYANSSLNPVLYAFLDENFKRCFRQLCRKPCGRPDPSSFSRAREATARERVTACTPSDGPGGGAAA
HTR5A inv ag: inverse agonist of human HTR5A in OPRM1-OPRD1 counter-screen; P47898; HTR5A cell line, luminescence, inverse agonism; inhibition, % at 9.3 µM; actives 0.083% (n = 340,000); AID 504634; in the data active = inhibition mostly above about 23%, no sharp cut-off; inactive = mostly below about 18%;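 also: 0% = cells with DMSO and 100% = no-cell wells with DMSO; some compounds called inactive have numbers as strong as hits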
SUMO Mot1 rescue: blocks SUMOylation pathway, rescuing yeast Mot1-301 growth; S. cerevisiae Mot1-301 growth rescue, ATP luminescence, 38.5C; percent above DMSO median, 100 means doubled; growth rescue, % at 18.8 µM; actives 1% (n = 320,000); AID 2716;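 active = every valid replicate shows activation above 250% relative to neutral control wells; inactive = the rest, any valid replicate at or below 250%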;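 also: OY570 slx delta 5 strain wells were the positive control but not used for scaling; some compounds called inactive have numbers as strong as hits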
MOR-DOR ag: agonists of human mu-delta opioid receptor heterodimerization; cells, OPRM1-OPRD1 heterodimerization, luminescence; activation, % at 9.3 µM; actives 0.3% (n = 340,000); in the data active = activation above about 18%;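 also: 0% = vehicle-treated cells and 100% = reference agonist; values of inactives mirror those of a sister screen read the other way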
* = called active by the depositor; · = no result given.

SMILES	E coli growth	HTR5A ag	PKA-R1A act	PfHsp90 yeast 2	AddAB inh	phage Ecoli inh	Pemphigus Ab inh	OPRM1-OPRD1 inv	HTR5A inv ag	SUMO Mot1 rescue	MOR-DOR ag
Cn1c(N)c(C(=O)COC(=O)CC(NC(=O)c2ccccc2Cl)c2ccccc2)c(=O)n(C)c1=O (stereo unspecified)	-0.7	-1	1	18	-0.9	3.0	100	10	2	-3	-1.8
Cc1ccc(C)c(OC(=O)c2ccncc2)c1	1.9	5	0	13	0.0	1.6	73	10	-28	1	-1.8
O=C(NC1CC2CCCC(C1)N2Cc1ccc(F)cc1)c1ccc(F)cc1 (stereo unspecified)	-0.9	-4	-7	5	2.4	3.0	120	-4	12	62	0.8
CSc1nc2cc(C)nn2c(-c2ccccc2)c1C#N	2.4	-5	-21	4	4.5	3.0	·	17	12	-5	-3.5
C=CCN1C=C2C(=O)C(C)(OC(=O)CC)C(=O)C=C2C=C1CCCC (stereo unspecified)	-2.9	9	-11	-5	-0.9	1.6	104	-15	5	-1	2.7
O=C(NNC1OC(CO)C(O)C(O)C1O)c1cccc(Br)c1 (stereo unspecified)	2.4	-3	-6	1	0.3	4.0	100	11	-22	·	-2.0
O=C(Nc1ccc2c(c1)OCO2)N1CCN(c2cccc(C(F)(F)F)c2)CC1	1.3	1	-1	·	2.6	3.1	90	-4	-15	35	0.7
COc1ccc(-c2nn(-c3ccccc3)cc2C(N)=O)cc1OC	0.1	-2	5	-20	3.8	4.5	93	16	-2	69	-3.1
CC(C)c1ccc(NC(=O)C(c2ccccc2)N2CC(=O)Nc3ccccc32)cc1 (stereo unspecified)	-0.7	-1	-4	7	-1.6	0.6	104	-73	2	-1	12
Nc1cccc(Oc2c(F)c(F)c(Oc3cccc(N)c3)c(F)c2F)c1	2.1	·	·	85*	3.9	4.0	99	·	·	15	·
O=C(COc1ccccc1Cl)Nc1nnc(S(=O)(=O)N2CCCCCC2)s1	-0.9	6	6	-8	-0.2	3.0	101	10	-15	-14	-2.0
COc1ccccc1C(=O)COC(=O)Cc1c[nH]c2ccccc12	2.7	8	2	·	2.2	-1.3	102	-3	-13	13	0.5
CCC1=Nc2cc(C(=O)NCCCN3CCOCC3)ccc2Sc2ccc(Br)cc21	0.0	-1	-9	5	1.5	2.5	104	3	12	244	-0.5
CCCCN1C(=O)N(C)C2C1N(C)C(=O)N2CCCC (stereo unspecified)	-0.2	7	-9	-21	2.0	2.7	112	5	9	2	-1.1
COc1ccc(CCNC(=O)C2CCN(S(=O)(=O)c3cccc4cccnc34)CC2)cc1OC	-0.8	6	-12	9	1.0	·	106	-13	3	5	2.3
COc1cccc(-c2ccc(SCC(=O)NC3CCCCC3)nn2)c1	-0.4	6	-5	-2	-0.4	-0.6	103	1	2	1	-0.1
COc1ccc(C2/C=C\CN(C(=O)Oc3ccccc3)CC(=O)N2Cc2ccc(F)cc2)cc1 (stereo unspecified)	·	-3	-4	-20	·	1.8	·	9	-16	·	-1.7
CCOC(=O)c1c(-c2ccc(C)s2)csc1N	-2.0	3	-4	1	7.2	1.6	84	-14	-7	98	2.7
CCc1cccc(CC)c1NC(=O)c1cccc(S(=O)(=O)N2CCN(C)CC2)c1	·	-2	-4	28	·	-0.2	113	4	1	18	-0.7
O=c1c2cc(Br)ccc2nc(-c2ccc([N+](=O)[O-])cc2)n1O	-1.2	2	0	2	1.5	4.9	100	10	-6	-17	-1.9
Cc1cccc(OCC(=O)Nc2cccc(C(=O)Nc3ccccc3C(=O)O)c2)c1	0.2	5	-2	7	5.5	2.9	98	5	-17	-6	-1.0
Cc1ccc(C)c(-c2csc(NC(=O)c3cnccn3)n2)c1	0.9	-2	-22	-2	-1.5	3.7	100	15	25	-8	-3.1
COc1ccc(CCNC2CC(=O)N(CCc3ccccc3)C2=O)cc1OC (stereo unspecified)	0.7	-2	0	13	0.9	-0.4	86	9	8	62	-1.6
O=C(COc1cc(Cl)ccc1Cl)Nc1ccc2[nH]c(=O)[nH]c2c1	2.0	11	-7	-15	1.0	3.4	98	-33	-2	-8	5.2
CCCCN(C(=O)/C=C/c1ccc(OCC(C)C)c(OCC)c1)c1c(N)n(CCC)c(=O)[nH]c1=O	-0.5	-3	-3	9	-0.3	3.6	92	9	8	-14	-1.4
COCCCn1c(SCC(=O)Nc2oc(C)c3c(C)n[nH]c(=O)c23)nc2ccccc2c1=O	-1.4	2	-16	-14	0.2	1.9	102	10	8	1	-1.4
CCOc1ccc(CNC(=O)Cn2ccc3cc(S(=O)(=O)N4CCCCCC4)ccc32)cc1	1.4	-1	-5	6	2.4	1.8	101	7	4	-1	-1.5
Cc1ccc(C(=O)NC(C)C2CCCO2)o1 (stereo unspecified)	2.6	-2	-4	9	3.2	0.9	113	11	5	-5	-2.7
C[C@@H](NC(=O)c1coc(=O)c(Br)c1)c1ccccc1	-0.5	7	11	20	-0.6	1.0	104	-3	-18	-14	0.5
CC(C)CNS(=O)(=O)c1cc(C(=O)O)c(Cl)cc1Cl	-0.2	-9	1	-8	0.4	1.5	92	8	18	-22	-1.6
Cc1ccc(NC(=O)C2CC(=O)n3c(nc4ccccc43)N2)cc1Cl (stereo unspecified)	-3.3	7	3	-37	-0.8	3.5	111	2	-19	4	-0.5
CCOC(=O)N1CCN(c2cccc(C)c2C)CC1	-0.8	2	-6	24	2.1	4.0	114	4	-15	-5	-0.7
Cc1cc(=O)c(C(=O)O)nn1-c1ccccc1[N+](=O)[O-]	1.5	7	3	5	0.4	1.6	107	-12	-21	6	1.9
CCCCOc1[nH]c2nc(-c3ccco3)n(Cc3ccco3)c(=N)c2c1C#N	-1.8	2	7	-4	1.6	3.2	91	-16	-5	-7	3.1
Cc1ccc(-c2cc(C(=O)NCCCN3CCOCC3)c3ccccc3n2)cc1C	-2.5	2	2	-7	-1.0	0.0	·	0	-32	-3	0.0
COC(=O)c1ccc(C(=O)OC)c(NC(=O)CSCC(=O)O)c1	-2.1	-3	-5	-5	0.5	0.1	117	8	4	303	-1.6
CCn1cc(C(=O)NC2CCCC2)c(=O)c2cc(S(=O)(=O)N3CCOCC3)ccc21	·	-1	2	13	·	1.2	89	-3	2	·	0.6
CCOc1ccc2nc(N/C(N)=N/C(=S)Nc3cccc(C)c3)nc(C)c2c1	0.1	-2	-2	7	-2.3	4.3	94	0	-6	0	0.0
Cc1c(CN(C)C(=O)c2ccc(Br)o2)cnn1C	-0.2	3	10	·	2.8	2.8	92	5	-8	-15	-1.0
CCN(CC)CCOC(=O)c1ccc(N/C=C(/C#N)c2nc(-c3cccc(OC)c3)cs2)cc1	-2.5	·	·	·	0.8	2.5	103	·	·	4	·
COc1cccc(OCC(=O)Nc2c3c(nn2-c2ccc(F)cc2)CS(=O)(=O)C3)c1	-3.0	0	0	12	-1.4	0.9	·	10	22	-5	-1.9
O=C(NCCS(=O)(=O)NCc1ccc(F)cc1)c1ccc2c(c1)OCO2	0.5	7	9	3	-1.5	4.0	100	9	-22	6	-1.4
CC(C)C(=O)Nc1cccc(NC(=O)CCN2C(=O)c3ccccc3S2(=O)=O)c1	-0.6	4	-1	3	3.2	-2.6	77	-5	-25	-12	0.8
COc1ccccc1N1CCN(C2CCCN(C(=O)CN3CCCC3=O)C2)CC1 (stereo unspecified)	·	6	3	-3	·	-0.6	95	9	0	-9	-1.7
C(#CCN1CCOCC1)COCCCOC(c1ccccc1)c1ccccc1	-2.0	5	4	24	1.0	-0.2	100	12	-15	17	-2.4
O=C(CSCc1nc2ccccc2[nH]1)Nc1ccccc1	-0.5	2	-10	12	3.0	1.6	96	-4	-7	-12	0.8
Brc1ccc(Sc2cnc3ccccc3n2)cc1	-1.8	-1	-13	17	0.2	4.2	100	-10	3	7	1.7
NS(=O)(=O)c1ccc(NC(=O)COC(=O)C2CCCCC2)cc1	-0.6	-2	-2	-7	0.2	3.6	92	-7	5	15	1.0
Cc1ccccc1C(=O)c1cccn1CC(=O)NC1CCCC(C)C1C (stereo unspecified)	-1.8	1	-6	-20	1.4	-0.2	·	1	-4	2	-0.2
CCN(CC)c1ccc(NC(=S)NC(=O)C2CCC2)cc1	-3.1	2	5	2	-0.4	4.2	98	1	12	7	-0.1
CC1=CC(=O)N(c2cccc(C(F)(F)F)c2)C1c1ccc(Cl)cc1 (stereo unspecified)	-1.6	1	-6	-3	-1.0	1.9	98	-61	-30	-16	11
CCc1cccc(C)c1NC(=O)Cn1nc(C)n2cccc2c1=O	1.6	-1	-10	10	-0.6	0.6	·	14	4	-7	-2.6
COCCCNC(=O)c1c[nH]c2ccc(S(=O)(=O)N3CCc4ccccc43)cc2c1=O	-1.4	9	-7	-9	-2.0	1.3	96	-10	41	20	2.0
CCn1nnnc1NCc1ccc(Cl)cc1	0.6	5	2	10	-0.5	-0.1	113	-1	-17	15	0.3
Cn1c(SCCN2CCCC2)nnc1C1CCN(S(=O)(=O)c2cccc(F)c2)CC1	0.6	3	0	-8	5.5	0.2	96	-14	-20	-1	1.8
CCOC(=O)Cc1csc(NC(=O)CSc2nnnn2-c2ccc(CC)cc2)n1	2.6	-5	-9	-7	1.1	3.8	107	-8	1	19	1.3
CC(O)c1nc2ccccc2n1C1CCCCC1 (stereo unspecified)	-2.5	0	0	15	0.9	1.5	85	-2	-1	-9	0.4
O=C(O)CCN1C(=O)/C(=C\c2cccc(Oc3ccccc3)c2)SC1=S	-1.6	6	-1	8	-0.8	-0.6	89	15	-22	-3	-2.7
COc1ccc(NC(=O)c2ccc(NC(=O)CN(C)CC(=O)Nc3c(C)cccc3C)cc2)cc1	-1.5	-4	1	21	-1.9	0.7	107	15	-7	6	-2.9
CC(=O)Nc1cccc(-n2c(=O)n(Cc3ccccc3)c(=O)c3[nH]cnc32)c1	-1.4	1	-5	-33	2.0	-0.7	109	11	-4	-7	-2.4

(cont.)
SMILES	E coli growth	HTR5A ag	PKA-R1A act	PfHsp90 yeast 2	AddAB inh	phage Ecoli inh	Pemphigus Ab inh	OPRM1-OPRD1 inv	HTR5A inv ag	SUMO Mot1 rescue	MOR-DOR ag
CC1(C)CC(=O)N(c2ccc(Cl)cc2Cl)C(=O)C1	0.7	-4	3	0	0.7	1.3	94	11	15	-21	-2.1
CCN(CC)c1ccc2c(Cl)c(Br)c(=O)oc2c1	-1.4	4	5	·	2.0	·	·	12	-9	8	-2.0
CCOc1cccc(C(=O)Nc2ccc3ccccc3c2)c1	-0.7	1	3	10	2.4	1.6	109	-16	-3	14	3.4
COc1ccccc1N1CCN(C(=O)c2cccc3c(=O)c(C)c(-c4ccccc4)oc23)CC1	-3.0	-2	-6	2	3.1	5.0	94	-3	16	-3	0.5
CCc1ccc(C(=O)N2CCCC2)s1	-1.2	0	-3	5	3.1	2.3	98	7	-16	5	-1.2
Cc1ncn(-c2ccccc2)c1-c1ccccc1	-4.6	2	-8	-2	0.9	2.1	96	8	-6	-22	-1.7

Outcome played no part in choosing rows, and some 3.2% of all compounds hit somewhere here.
